S3 lipid droplet: qHTS Assay for Lipid Storage Modulators in Drosophila S3 Cells. 0.64% of 320,000 active. lipid storage change, negative = inhibition, % at the top dose, mostly 46.1 µM; hits show Potency in µM. Drosophila S3 cells, BODIPY lipid droplet fluorescence, 18-24 h; cells fed with added oleic acid. AID 2685; active means well fitted inhibition curve with a large enough effect in the signal ratio, with a control signal flat, not every such curve was filed as active; inconclusive means small, poorly fitted or top-dose-only effect, or effect the other way, or a change in a side signal; the % refers to the signal ratio
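Drosophila S3 cells got compounds at several concentrations plus oleic acid (400 uM solution). Laser-scanning cytometry with 488 nm excitation read lipid droplets at 500-530 nm and cells at 575-640 nm. Percent activity was relative to 20 uM Triacsin C.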
S3 lipid droplet cell count max: also measured in S3 lipid droplet; calls as there; cell number change, %; measured here: cell count max response;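 cells counted by Cell Tracker Red CMTPX staining in the red channel; peak over a dose series mostly up to 46.1 µM; percent activity relative to internal control wells on each plate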
* hit, by the source's call; i = inactive; ? = inconclusive; / = not tested or not shown. On the % scale 0 is the no-effect control and ±100 the full control effect; potency means the concentration at half of the fitted maximal effect. An excerpt (hit frequency here may not be typical).

SMILES | S3 lipid droplet | S3 lipid droplet cell count max
Cc1cc(NC(=O)NCc2ccccc2)c(=O)n(Cc2ccc(F)cc2)c1 | ? | /
Cn1c(SCC(=O)Nc2ccc3nc(SCC(=O)N4CCCC4)sc3c2)nnc1-c1ccc(N)cc1 | ? | /
Cc1ccc(C)c2[nH]c(=O)c(C(c3nnnn3CCc3ccccc3)N3CCOCC3)cc12 (stereo not given) | 15% | 9
O=C(c1ccccc1)N1CCc2ccccc21 | ? | /
CCOC(=O)c1csc(NC(=O)CSc2nnnn2CC)n1 | ? | /
NS(=O)(=O)c1ccc(N=Nc2c(O)ccc3ccccc23)cc1 | ? | /
Cc1nc2sc3c(c2c(=O)n1N)CCC3 | ? | /
O=C1[C@H]2CC3CCC2(O3)[C@@H]2OCCCN12 (stereo not given in full) | ? | /
COc1ccc(C(C)=O)cc1COc1ccc(-n2cnnn2)cc1 | ? | /
O=C(NCCCn1ccnc1)/C(=C\c1cccnc1)NC(=O)c1cccc(Br)c1 | ? | /
CN1CCN(c2nc3c(c(=O)n(C)c(=O)n3C)n2CC(=O)C23CC4CC(CC(C4)C2)C3)CC1 | 15% | 10
CN(C)S(=O)(=O)c1ccc(Cl)c(C(=O)OCC(=O)NNC(=O)c2cccs2)c1 | ? | /
O=C(CC1C(=O)NCCN1Cc1cccc(C(F)(F)F)c1)NC1CCCCCC1 (stereo not given) | 5.2µM* | 13*
CCC1(C(=O)OC)NC(c2ccco2)C2C(=O)N(c3ccccc3)C(=O)C21 (stereo not given) | 4% | 5
CCNC(=S)Nc1cccc(F)c1C | ? | /
CC1=[N+]([O-])C(C)(C)C(C)N(O)C1=O (stereo not given) | -12% | 2
CCOc1ccc(CSCCNC(=S)Nc2ccc(OC)cc2)cc1 | ? | /
Oc1ccc(-n2cnnn2)cc1 | i | /
COc1ccc(C(=O)NNC(=O)C(=O)Nc2ccc(C)cc2)cc1 | ? | /
CCc1nnc(NC(=O)CSc2nc3c(cc2C#N)CCC3)s1 | ? | /
Fc1ccc(CN2C3=NCCCN3c3ccccc32)cc1 | ? | /
FC(F)(F)c1ccc(Oc2ccc3c(C(F)(F)F)cc(C(F)(F)F)nc3n2)cc1 | ? | /
O=[N+]([O-])c1ccc(N2CCN(S(=O)(=O)c3ccccc3)CC2)cc1NCc1ccco1 | 2% | 5
COc1ccc(C)cc1NS(=O)(=O)c1ccc2c(c1)N(C)CCO2 | 21µM* | 6.6*
Cc1ccc(OCCc2csc(N)n2)cc1 | 9% | 0
N#CCCN(C(=O)COC(=O)c1cccc(S(=O)(=O)N2CCCC2)c1)c1ccc(F)cc1 | ? | /
CC(=O)Nc1ccc(S(=O)(=O)NNC(=O)c2cccc(Cl)c2)cc1 | ? | /
CCO[C@@H]1OC(C(N)=O)=C[C@H](c2ccc3c(c2)OCO3)[C@H]1CCCO | 2% | 3
O=C(NCC(c1ccco1)N1CCc2ccccc21)c1ccccc1 (stereo not given) | ? | /
CC(C)(C)C(=O)OCC1OC(n2cnc(C(N)=O)n2)C(O)C1O (stereo not given) | ? | /

Entries listed so far containing a cyano group (two):
SMILES | S3 lipid droplet | S3 lipid droplet cell count max
CCc1nnc(NC(=O)CSc2nc3c(cc2C#N)CCC3)s1 | ? | /
N#CCCN(C(=O)COC(=O)c1cccc(S(=O)(=O)N2CCCC2)c1)c1ccc(F)cc1 | ? | /

Continued:
SMILES | S3 lipid droplet | S3 lipid droplet cell count max
O=C(NCc1ccccc1Cl)/C(=C\c1cccnc1)NC(=O)c1ccccc1 | -23% | -28
CC12CN3CCN(CC(C3)/C1=N/N=C/c1cccc([N+](=O)[O-])c1)C2 | 1% | -1
CC(Nc1n[nH]c(=O)[nH]c1=O)C(=O)N/N=C/c1ccccc1 (stereo not given) | 14% | -2
COc1ccc(/C=C(/NC(=O)c2ccccc2)C(=O)NCCN2CCOCC2)cc1OC | 19% | /
O=C(CCC(=O)OCc1ccc(Cl)cc1)Nc1ccccc1 | 2% | 1
O=C(Cc1noc2ccccc12)Nc1ccccn1 | ? | /
Cc1cc(C)n(CCN(C)C(=O)c2cc(COc3c(F)cccc3F)on2)n1 | 13% | 6
CCNC(=O)NC(=O)C(C)OC(=O)CNS(=O)(=O)c1c(Cl)cc(Br)cc1Cl (stereo not given) | ? | /
CSc1nnc(CNS(=O)(=O)c2ccc(Br)cc2)n1C | 14% | -20
O=C(CCCC(=O)OCC(Cl)=C(Cl)Cl)Nc1ccccc1 | 0% | 17
Cc1[nH]nc(SCC(=O)N2CCOCC2)c1[N+](=O)[O-] | ? | /
CCC(=O)N1CCN(c2ccc(NC(=O)c3ccc(Br)o3)cc2)CC1 | -1% | 9
CN(C)c1ccc(NC(=O)C2CCCN(S(=O)(=O)c3ccccc3)C2)cc1 (stereo not given) | ? | /
Cn1ncc2c(Nc3ccccc3Cl)nc(Cl)nc21 | 12% | 9
Cc1cccc2c(N=NC(=O)c3ccc(NS(=O)(=O)c4cccs4)cc3)c(O)[nH]c12 | ? | /
CCOc1ccc(N(CC(=O)NCc2ccc(Cl)cc2)S(=O)(=O)c2c(C)noc2C)cc1 | -23% | /
CCOC(=O)CNc1nc(Cl)nc(NC(C)(C)C)n1 | i | /
CCOC(=O)Cc1c(C)nc2c(-c3cccc(Br)c3)c[nH]n2c1=O | ? | /
C=CCNC(=O)CN(c1ccc(F)cc1)S(=O)(=O)c1ccc(OC)cc1 | ? | /
CCC(C)NC(=O)C1CCCN(S(=O)(=O)c2ccc(-n3cnnn3)cc2)C1 (stereo not given) | 11% | -1
CCc1nnc(NC(=O)CCC(=O)NCc2ccc(C)cc2)s1 | i | /
O=C(CSCc1ccc(Cl)cc1)N/N=C/c1ccco1 | 5% | -1
Cc1ccc2c(c1)cc(CN(Cc1cccs1)C(=O)c1ccco1)c1nnnn12 | 16% | -7
CN(C)c1ccc(CNS(=O)(=O)c2ccc3c(c2)C(C)(C)C(=O)N3C)cc1 | i | 11
CCn1c(Cn2nnc(-c3ccccc3)n2)nnc1SCC(=O)Nc1ccc(C(C)=O)cc1 | ? | /
CC(=O)N1CCc2cc(S(=O)(=O)NCCCN3CCC(C)CC3)ccc21 | i | -15
O=C(NCCC(=O)N1CCCCC1)c1ccccc1Cl | ? | /
CCN(CC)C(=O)c1cccc(NC(=O)CC23CC4CC(CC(C4)C2)C3)c1 | 0.23µM* | 18*
O=C(O)C1C2CCC(O2)C1C(=O)Nc1ccc(O)cc1 (stereo not given) | ? | /
COc1ccc(C(=O)Nc2cc(C)on2)c(OC)c1 | -3% | 7

A different layout for some results above:
smiles	S3 lipid droplet	S3 lipid droplet cell count max
CN(C)c1ccc(CNS(=O)(=O)c2ccc3c(c2)C(C)(C)C(=O)N3C)cc1	i	11
CC(=O)N1CCc2cc(S(=O)(=O)NCCCN3CCC(C)CC3)ccc21	i	-15
CCc1nnc(NC(=O)CCC(=O)NCc2ccc(C)cc2)s1	i	/
C=CCNC(=O)CN(c1ccc(F)cc1)S(=O)(=O)c1ccc(OC)cc1	?	/
O=C(NCCC(=O)N1CCCCC1)c1ccccc1Cl	?	/
Cc1ccc2c(c1)cc(CN(Cc1cccs1)C(=O)c1ccco1)c1nnnn12	16%	-7
CCOc1ccc(N(CC(=O)NCc2ccc(Cl)cc2)S(=O)(=O)c2c(C)noc2C)cc1	-23%	/

More structures follow:
SMILES | S3 lipid droplet | S3 lipid droplet cell count max
Cc1cccc(NC(=S)NCc2ccccc2Cl)c1C | ? | /
CCCCNC(=O)Nc1ccc(C2SCCS2)cc1 | -10% | -5
CCN(Cc1nc(-c2ccccc2)no1)C(=O)c1ccco1 | ? | /
CC(C)OCCCN1CN(S(=O)(=O)c2ccccc2)c2nc3ccccc3nc21 | ? | /
CC(C)c1ccc(NC(=O)C2CSC3(C)CCC(=O)N23)cc1 (stereo not given) | ? | /
Cc1cc(C)c(NC(=O)CSc2nnc(-c3ccncc3)n2Cc2ccco2)c(C)c1 | i | /
CC(NC(=O)Cc1ccccc1[N+](=O)[O-])c1ccccc1 (stereo not given) | ? | /
CN1/C(=C\C(=O)c2cccnc2)C(C)(C)c2ccccc21 | ? | /
CCCn1nc(C(=O)Nc2nnc(CC)s2)c2ccccc2c1=O | i | /
O=C1CCCN1c1ccc(S(=O)(=O)Oc2ccc(Cl)cc2)cc1[N+](=O)[O-] | 8% | 13
Cc1ccccc1C(=O)N1CCc2c([nH]c3ccccc23)C1C(F)(F)F (stereo not given) | 8% | 14
C/C(=N/NC(=O)c1ccc(Br)o1)c1ccncc1 | ? | /
O=C(CCc1nc2ccccc2c(=O)[nH]1)NNC(=O)COc1cccc(F)c1 | ? | /
COc1cccc(CN(C)C(=O)c2cc(S(=O)(=O)NCc3ccccc3)ccc2C)c1OC | ? | /
COCCn1nnnc1C(CC(C)C)N1CCN(c2cccc(OC)c2)CC1 (stereo not given) | ? | /
Nn1cc(-c2ccccc2)nc1SCC(=O)Nc1ccc2c(c1)OCO2 | ? | /
CS(=O)(=O)N(CC(=O)NCc1ccc2c(c1)OCO2)C1CCCCC1 | ? | /
Cc1cc(C)nc(SCc2ccc(C(=O)NN=C3CCCC3)cc2)n1 | ? | /
O=S(=O)(NC1CC1)c1ccc(S(=O)(=O)N2CCCC3(CCCCC3)C2)cc1 | ? | /
CC(C)[C@@H](NC(=O)C1CCC(CNC(=O)[C@H](Cc2ccccc2)NC(=O)OC(C)(C)C)CC1)C(=O)O (stereo not given in full) | 0% | 16
COCCn1c(-c2ccc(-c3ccccc3Cl)o2)nc2c1c(=O)[nH]c(=O)n2CC(C)C | -8% | -18
COc1ccc2c(c1)[nH]c1c(=O)n(CCN(C)C)cnc12 | i | 14
CC(=O)Nc1ccc(OCC(=O)N2CCc3ccccc3C2)cc1 | ? | /
COc1cc(/C=N/NC(=O)CCc2n[nH]c(=O)[nH]c2=O)ccc1O | 5% | -1
O=C(Nc1ccccc1-c1ccccc1)c1ccc(NC(=O)c2ccco2)cc1 | i | 18
CCOc1ccc(OCCC(=O)OCC(=O)Nc2ccc3c(c2)OCO3)cc1 | ? | /
CCOc1ccccc1/C=C/c1onc(C)c1S(=O)(=O)N1CCC(C(=O)N(CC)CC)CC1 | i | 13
Cc1ccc(NC(=O)Cn2nc(C)c([N+](=O)[O-])c2C)cc1Cl | ? | /
Cc1ccc(NC(=O)Nc2nc3ccccc3s2)cc1NC(=O)Nc1nc2ccccc2s1 | ? | /
Cc1ccc([N+](=O)[O-])cc1N(CC(=O)N1CCCCC1)S(C)(=O)=O | ? | /
COc1ccc(CC(NC(=O)c2ccccc2)C(=O)NCC(=O)O)cc1 (stereo not given) | ? | /
O=C(CC(Nc1cccc(Cl)c1Cl)C(=O)O)c1ccccc1 (stereo not given) | ? | /
C/C(=C/c1ccccc1)C(=O)N1CCC(C)CC1 | ? | /
C=CCn1c(SCC(=O)c2cc(C)n(CCOC)c2C)nc2sc(C)c(C)c2c1=O | ? | /
Cc1ccccc1CNC(=O)C1CCC(=O)N(Cc2cccc(F)c2)C1 (stereo not given) | ? | /
Cn1c(CNC(=O)CCNC(=O)c2cccc(Br)c2)cc(=O)n(C)c1=O | i | /
COc1ccc(NC(=O)Nc2ccc3c(c2)CCC3)c(OC)c1 | -8% | 10
COC(=O)C(C)n1cnc2c(nnn2-c2ccccc2)c1=O (stereo not given) | 20% | 25
CCCCCCCCSc1nnc2[nH]c(=O)cc(N)n12 | 1% | 1
CC(C)CCN1CCN(Cc2ccc(N3CCNC3=O)cc2)CC1CCO (stereo not given) | 22% | 4
Cc1ccccc1NC(=O)c1ccno1 | ? | /
O=C(CCc1ccccc1)Nc1ccc(N2CCOCC2)cc1 | 11% | -5
CC(C)N(CCNC(=O)c1ccc(NC2=NC3CS(=O)(=O)CC3S2)cc1)Cc1ccco1 (stereo not given) | ? | /
CNc1nc(N/N=C/c2cc3c(cc2[N+](=O)[O-])OCO3)nc(Nc2ccccc2)n1 | ? | /
COC(=O)c1ccccc1-c1ccc(C(c2c(C)[nH][nH]c2=O)c2c(C)[nH][nH]c2=O)o1 | ? | /
Cc1ccc(NC(=O)N2CCCCC2)cc1[N+](=O)[O-] | -4% | -8
CSCCC(NC(=O)COc1ccccc1)C(=O)NCCOc1ccccc1 (stereo not given) | ? | /
COc1cc(SC)ccc1C(=O)Nc1cccc(C)n1 | -6% | -1
COc1ccc(N2C(=O)CS/C2=N\C(=S)Nc2ccccc2)cc1 | 5% | /
COc1cc(C#N)ccc1OCC(=O)N1CCc2ccccc2C1 | ? | /
C/C(=N\NC(=O)c1cc(C(C)C)[nH]n1)c1ccco1 | 8% | /
O=C(COC(=O)CC1c2ccccc2CCN1S(=O)(=O)c1ccc(F)cc1)Nc1ccccc1 (stereo not given) | -1% | -9
CCCc1nc2sc3c(c2c(=O)n1NC(=O)CCC(=O)O)CCCC3 | ? | /
O=c1[nH]c2cc3c(cc2cc1C(c1nnnn1C1CCCC1)N1CCCc2ccccc21)OCCO3 (stereo not given) | 6% | 3
COc1ccc2[nH]c3c(NCc4ccco4)ncnc3c2c1 | ? | /
Cc1ccc(OCc2cc(C(=O)N(C)CCc3ccccc3)no2)cc1C | -25% | -15

Full records, looked up by structure.
COc1cc(SC)ccc1C(=O)Nc1cccc(C)n1 in the list: S3 lipid droplet = -6%; S3 lipid droplet cell count max = -1
Cc1ccc(NC(=O)N2CCCCC2)cc1[N+](=O)[O-] in the list: S3 lipid droplet = -4%; S3 lipid droplet cell count max = -8

Compounds from the list above with a tert-butyl group, in the order listed:
SMILES | S3 lipid droplet | S3 lipid droplet cell count max
CC(C)(C)C(=O)OCC1OC(n2cnc(C(N)=O)n2)C(O)C1O (stereo not given) | ? | /
CCOC(=O)CNc1nc(Cl)nc(NC(C)(C)C)n1 | i | /
CC(C)[C@@H](NC(=O)C1CCC(CNC(=O)[C@H](Cc2ccccc2)NC(=O)OC(C)(C)C)CC1)C(=O)O (stereo not given in full) | 0% | 16

Screening results (PubChem BioAssay)
